# Source: PubChem BioAssay (National Center for Advancing Translational Sciences (NCATS))
# D3 ag – activates the human D3 dopamine receptor; 410,000 tested, 0.58% active; AID 652048; P35462; max activation, %; D3R DiscoveRx beta-arrestin cells, luminescence, 90 min; in the data active means max activation above about 30%; further: 0% is about no effect; mostly tested at two doses, the higher about 12 µM
# Target sequence (P35462 whole entry, looked up): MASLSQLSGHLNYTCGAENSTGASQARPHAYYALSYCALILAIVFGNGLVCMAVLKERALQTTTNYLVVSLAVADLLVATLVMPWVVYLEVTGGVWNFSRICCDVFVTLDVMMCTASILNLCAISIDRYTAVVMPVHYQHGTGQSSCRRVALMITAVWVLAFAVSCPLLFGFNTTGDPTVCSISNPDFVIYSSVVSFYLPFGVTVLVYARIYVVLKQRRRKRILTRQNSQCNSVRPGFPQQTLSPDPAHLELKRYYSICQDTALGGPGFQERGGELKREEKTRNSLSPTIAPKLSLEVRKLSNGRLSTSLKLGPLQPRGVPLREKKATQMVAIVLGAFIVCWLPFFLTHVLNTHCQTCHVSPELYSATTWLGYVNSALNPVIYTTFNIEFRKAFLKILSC
#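 Agonist mode: compounds and dopamine controls were applied to plated cells for 90 min at 37 degrees C after an overnight attachment at 1500 cells/well. Luminescent read-out followed 30 - 60 minutes at room temperature with DiscoveRx detection reagent.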
# CCT chaperon mod – cytosolic chaperonin activity modulation | AID 651819 | 360,000 tested, 0.3% active | purified chaperonin ATPase assay, HTRF ADP detection, 30 min | activity change, % (no concentration beside the values), hits read low; in the data active means activity change below about -30%; further: on the % scale 0 is the no-effect control and ±100 the full control effect
#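 First, chaperonin was dispensed at 40 nM or 20 nM final depending on batch activity. Next, compounds were pinned at 76 uM and ATP added at 10 uM. After 30 min at 37 °C, ADP detection reagents ran 30 min at ambient temperature.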
# EPAC2 agonist – agonists of human EPAC2 (RAPGEF4) | AID 720711 | Q8WZA2 | 360,000 tested, 0.079% active | Potency, µM (titrated, usually from 154 µM), for the others: at the top dose activation, hits mostly activators | EPAC2 activation, biochemical qHTS; response scale: 100% = 6.5 mM cAMP response; further: potency means the concentration at half of the fitted maximal effect; nearly all actives have a fitted effect of over 50% in size
#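 Readout is BODIPY fluorescence (480 nm excitation, 540 nm emission), which falls as labeled GDP is exchanged off Rap1B. EPAC2 at 100 nM acted on 250 nM RAP1B-BODIPY-GDP with 50 uM GDP present.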
# PTHR1 agonist – activates the human parathyroid hormone receptor PTHR1. Q03431. HEK293 GP2 PTHR1 cells, GloSensor cAMP luminescence, 1 h. Potency, µM (doses to about 115 µM), for inactives: top-dose activation, usual class: activators. 410,000 tested, 0.075% active. AID 743266; further: potency means the concentration at half of the fitted maximal effect; nearly all actives have a fitted effect of over 55% in size; some results filed as inactive show a strong effect at the top dose; inactives centre near -15; many of its hits are not listed in these tables
# Target sequence (Q03431 whole entry, looked up): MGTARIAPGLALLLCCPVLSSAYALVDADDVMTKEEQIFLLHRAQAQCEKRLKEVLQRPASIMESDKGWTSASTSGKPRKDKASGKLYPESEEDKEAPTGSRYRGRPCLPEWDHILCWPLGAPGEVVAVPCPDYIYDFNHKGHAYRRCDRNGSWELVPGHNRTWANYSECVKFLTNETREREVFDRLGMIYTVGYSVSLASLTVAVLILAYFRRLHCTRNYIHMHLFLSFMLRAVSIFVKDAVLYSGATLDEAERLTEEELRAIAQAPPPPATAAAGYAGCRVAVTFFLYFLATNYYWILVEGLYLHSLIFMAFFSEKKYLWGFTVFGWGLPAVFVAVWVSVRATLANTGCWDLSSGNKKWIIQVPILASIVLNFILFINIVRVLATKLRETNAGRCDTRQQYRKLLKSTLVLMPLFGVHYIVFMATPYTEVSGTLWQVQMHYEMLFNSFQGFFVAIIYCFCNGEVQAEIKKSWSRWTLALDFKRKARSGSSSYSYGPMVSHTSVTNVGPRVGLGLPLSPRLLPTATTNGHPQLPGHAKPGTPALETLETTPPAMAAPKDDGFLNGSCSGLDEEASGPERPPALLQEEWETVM
#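 HEK-293-derived GP2 cells expressing PTHR1 and a GloSensor cAMP reporter, 3,000/well, plated overnight, given luciferin plus IBMX (each 0.5 mM as added) for 1 h at 37 °C, then compound for 1 h at 37 °C. Luminescence was read after 15 min at room temperature.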
# DRD3 antagonist – antagonists of human D3 dopamine receptor. P35462. D3R cells, DiscoveRx beta-arrestin luminescence, antagonist mode; stronger effect = lower value. max response, negative = inhibition, %. 360,000 tested, 2.5% active. AID 652054; in the data active means max response below about -50%; inconclusive means no clear call, values can overlap the other calls; further: on the % scale 0 is the no-effect control and ±100 the full control effect; mostly tested at two doses, the higher about 12 µM
#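 Cells expressing the human receptor were seeded at 1500 cells/well, incubated overnight at 37 degrees C in 5% CO2, then exposed to library compounds with dopamine controls for 90 minutes at 37 degrees C before luminescent detection.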
# Akt phos inh – blocks phosphorylation of Akt | 360,000 tested, 0.32% active | Neuro2A IGF-stimulated pAkt S473 HTRF, 20 min; stronger effect = lower value | activity change, % for hits at 50 µM | AID 651550; in the data active means activity change below about -80%; inconclusive means mostly about -51% to -80%; further: on the % scale 0 is the no-effect control and ±100 the full control effect
#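 Neuro2A cells (4,500/well, DMEM with 0.5% FBS) were treated with compound at a single 50 µM final concentration, stimulated with 6 nM IGF for 20 min at 37 °C, and lysed. Phospho-Akt Ser473 was read by HTRF as 665/615 ratio ×10^4.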
# MmCpn inh – inhibitors of Methanococcus maripaludis chaperonin (MmCpn). purified Mm-Cpn ATPase, ADP Transcreener TR-FRET. Potency, µM (top dose mostly 76.9 µM), for inactives: at the highest dose activity, negative = inhibition, most hits filed as inhibitors. 330,000 tested, 0.031% active; further: potency means the concentration at half of the fitted maximal effect; on the % scale 0 is the no-effect control and ±100 the full control effect; nearly all actives have a fitted effect of over 80% in size
#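 Inhibition of chaperonin ATP hydrolysis is measured as reduced ADP production, detected by competitive TR-FRET in which signal falls with ADP. Final enzyme 25 nM and ATP 10 uM, reacted 30 min at 37°C.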
# EPAC2 antag – antagonists of human EPAC2; Potency, µM (titrated, usually from 114 µM), for inactives: at the top dose activity, negative = inhibition, usual class: inhibitors; 360,000 tested, 0.18% active; EPAC2 GEF exchange of Rap1B-BODIPY-GDP, fluorescence; AID 720708; Q8WZA2; further: potency means the concentration at half of the fitted maximal effect; on the % scale 0 is the no-effect control and ±100 the full control effect; nearly all actives have a fitted effect of over 45% in size; many of its hits are not listed in these tables
# * = called active by the depositor; i = inactive; ? = inconclusive; . = no result given; & = joins results of further samples; [ ] = remark or other dose. Unless noted, the call rests on the fitted dose curve; in most records, active means well fitted curve in the direction sought with a large enough effect; inconclusive means small, poorly fitted or top-dose-only effect, or another doubt; inactive means no such curve, though single readings can be large; an effect the other way counts as inactive or inconclusive. This is a subset. The share of hits here may be higher or lower than overall.
SMILES,D3 ag,CCT chaperon mod,EPAC2 agonist,PTHR1 agonist,DRD3 antagonist,Akt phos inh,MmCpn inh,EPAC2 antag
O=C1c2ccccc2C(=O)N1CCc1c[nH]c2ccc(O)cc12,7,1.0,2%,i,14,i,-7%,2%
CN(C)c1ccnc2c[cH-]cc12.[Fe].c1ccc(-[c-]2[c-](-c3ccccc3)[c-](-c3ccccc3)[c-](-c3ccccc3)[c-]2-c2ccccc2)cc1 (centres undefined),5&0,-0.5&-1.9,10%&9%,-7%,0&7,i,0%&0%,24%&11%
O=C(CS(=O)(=O)Cc1ccccc1)Nc1nnc(C(F)(F)F)s1,-1,-0.6,7%,i,-10,i,1%,2%
Fc1cccc(F)c1CSc1nc2ccccc2[nH]1,-4,-3.2,9%,-15%[57.5 µM],23,i,-3%,-1%
CC(NC(=O)CN(c1ccccc1F)S(C)(=O)=O)c1ccccc1 (centres undefined),7,14,0%,i,12,i,0%,9%
O=C(Nc1nnc(-c2cccs2)o1)c1cc(-c2ccccc2)nc2ccccc12,1,-2.2,20%,-36%[inhibitor],64,i,0%,-10%
Cc1ccc(S(=O)(=O)CCC(=O)OC(C)C(=O)NC2CCCCC2C)cc1 (centres undefined),-4,-3.1,6%,13%,-10,i,3%,-5%
CC(C)(C)NC(=O)CN(Cc1ccccc1)S(=O)(=O)c1ccccc1,1,-1.1,15%,-22%,-23,i,0%,-1%
COc1ccc(CCn2nnnc2C(C(C)C)N2CCN(c3ncccn3)CC2)cc1OC (centres undefined),-5,1.2,-3%,i,4,i,-1%,27%
Cn1nnc2cc(C(=O)N3CCCCCC3)ccc21,5,-0.7,1%,i,25,i,-1%,11%
CC1=CN2C(c3cccc([N+](=O)[O-])c3)=NON(c3ccc(C)cn3)C2C=C1 (centres undefined),2,-0.3,7%,i,19,i,.,12%
COc1cc(NC(=O)CNC(c2ccccc2)c2ccccc2)cc(OC)c1OC,-8,-2.1,13%,-9%,1,i,1%,-1%

# Brought forward from above: 2 entries; new compounds follow.
SMILES,D3 ag,CCT chaperon mod,EPAC2 agonist,PTHR1 agonist,DRD3 antagonist,Akt phos inh,MmCpn inh,EPAC2 antag
CC1=CN2C(c3cccc([N+](=O)[O-])c3)=NON(c3ccc(C)cn3)C2C=C1 (centres undefined),2,-0.3,7%,i,19,i,.,12%
COc1cc(NC(=O)CNC(c2ccccc2)c2ccccc2)cc(OC)c1OC,-8,-2.1,13%,-9%,1,i,1%,-1%
Cc1ccc(S(=O)(=O)N/N=C/c2ccccc2O)cc1,-2,0.4,7%,-6%,-5,i,0%,0%
CCn1c(N)c(C(=O)N2CCOCC2)sc1=S,-9,-0.3,-1%,-25%[57.5 µM],-5,-114%*,0%,3%
O=C(Cn1cnc2scc(-c3ccc(F)cc3)c2c1=O)NCC(c1ccco1)N1CCCC1 (centres undefined),-16,-0.4,15%,i,-17,i,2%,-6%
O=C(c1ccc(-c2ccccc2)c(F)c1)C1CCCN(C(=O)c2cncs2)C1 (centres undefined),12,-3.0,7%,-13%,6,i,0%,-15%
Cc1cccc(C)c1NC(=O)CN(C)C(=O)C1CCCCC1,-6,-0.6,3%,20%,?,i,2%,4%
Cc1onc(-c2ccccc2)c1C(=O)n1nnc2ccccc21,5,1.1,4%,-14%,1,i,2%,2%
O=C(CN(C(=O)CCC(=O)Nc1nccs1)c1cccc(F)c1)NCC1CCCO1 (centres undefined),-2,-4.2,7%,-9%[57.5 µM],-5,i,1%,17%
O=C1CC(NS(=O)(=O)c2cccnc2)CN1c1cccc(F)c1 (centres undefined),-1,0.7,8%,-3%,12,i,-1%,1%
C=CCSc1nc2ccccc2c(=O)[nH]1,-3,-0.3,8%,i,-16,i,0%,-12%
S=C1Cc2ccccc2N1,-15,0.3,11%,i,?,i,-14%,-23%
O=[N+]([O-])c1ccc2c(c1)C(=NO)c1cc(F)ccc1-2,-5,-2.4,7%,i,-7,i,.,-1%
CC1(c2ccccc2)NC(=O)N(CC(=O)NCCN2C(=O)S/C(=C\c3cccnc3)C2=O)C1=O (centres undefined),-2,-1.1,-6%,-4%,9,i,.,3%
Cc1cccc(OCC(=O)NCC(c2cccs2)N2CCOCC2)c1 (centres undefined),2,-0.6,2%,i,3,i,-1%,2%
O=C(CNC(=O)c1sc2ccccc2c1Cl)NCc1cccnc1,0,1.5,4%,-8%,-10,i,-6%,-5%
O=C(NCc1ccc(Cl)cc1)C(=O)NCC1OCCCN1S(=O)(=O)c1cccs1 (centres undefined),2,0.0,2%,i,8,i,1%,-21%
O=C(Cc1n[nH]c(=O)c2ccccc12)OCC(=O)c1ccc(OC(F)F)cc1OC(F)F,-3,0.6,13%,22%,1,i,-4%,-9%
Cc1ccc(S(=O)(=O)N(C)CCCC(=O)Nc2ccc(F)cc2)cc1,-2,0.2,7%,-9%,2,i,-8%,-6%
COc1ccc(NC(=O)c2ccco2)cc1NC(=O)c1ccc(Br)o1,12,0.6,3%,i,-20,i,3%,13%
CCOC(=O)c1[nH]c(C)c(/C(O)=C2\C(=O)C(=O)N(CCN3CCOCC3)C2c2ccco2)c1C (centres undefined),3,-1.7,6%,i,10,i,-3%,2%
FC(F)(F)COc1ccc(-c2nnc(SCc3c(Cl)cccc3Cl)o2)cn1,6,1.0,-3%,-15%,19,i,3%,2%
OC(c1ccc(OCc2ccccc2)cc1)c1nnc(-c2ccccc2)o1 (centres undefined),7,-3.2,7%,i,45,i,-1%,-2%
COc1ccc(C(=O)CSc2nnc(COc3ccc(C#N)cc3)n2-c2ccccc2)cc1,0,3.3,4%,i,9,i,0%,1%
CN(C(=O)COc1ncnc2sccc12)c1ccccc1,6,-2.2,-1%,8%,5,i,0%,2%
O=C(Nc1cccc(Cl)c1)NC1CC2CCC(C1)N2Cc1ccco1 (centres undefined),-2,-3.6,-3%,-11%,-67*,i,1%,-19%

# Retrieved by compound from the list above, four records:
SMILES,D3 ag,CCT chaperon mod,EPAC2 agonist,PTHR1 agonist,DRD3 antagonist,Akt phos inh,MmCpn inh,EPAC2 antag
COc1ccc(C(=O)CSc2nnc(COc3ccc(C#N)cc3)n2-c2ccccc2)cc1,0,3.3,4%,i,9,i,0%,1%
CCOC(=O)c1[nH]c(C)c(/C(O)=C2\C(=O)C(=O)N(CCN3CCOCC3)C2c2ccco2)c1C (centres undefined),3,-1.7,6%,i,10,i,-3%,2%
Cc1cccc(OCC(=O)NCC(c2cccs2)N2CCOCC2)c1 (centres undefined),2,-0.6,2%,i,3,i,-1%,2%
CN(C(=O)COc1ncnc2sccc12)c1ccccc1,6,-2.2,-1%,8%,5,i,0%,2%

# Further structures.
SMILES,D3 ag,CCT chaperon mod,EPAC2 agonist,PTHR1 agonist,DRD3 antagonist,Akt phos inh,MmCpn inh,EPAC2 antag
CCc1ccc(CN(C)C(=O)CCc2nnc(Cc3cccc(C)c3)o2)nc1,-8,-0.2,-3%,i,2,i,-1%,-1%
COc1ccc(/C=C(\C#N)C(=O)OCC(=O)Nc2c(C)cccc2C(C)C)cc1,-1,0.6,-3%,-11%,-11,i,-1%,-1%
COc1ccc(C(=O)NCCCSc2ccccc2)cc1F,-12,1.9,5%,-12%,?,i,1%,3%
O=C1NCCCCC1NS(=O)(=O)c1cccc2ccccc12 (centres undefined),-3,-1.2,-6%,-13%,13,i,1%,-1%
COC(=O)NNC(=O)COc1ccc(Br)c(C)c1,-2,1.3,-4%,-13%[57.5 µM],8,i,2%,6%
O=C(Nc1ccc(C(=O)O)cc1)/C(=C\c1ccco1)NC(=O)c1ccco1,-8,-2.5,23%,-7%,-8,i,-6%,0%
Cc1ccc(C(=O)Nc2cc(C(F)(F)F)ccc2N2CCCCC2)cc1[N+](=O)[O-],4,3.4,-1%,i,31,i,4%,-1%
COc1ccc(C(=O)CC(SCC(NC(C)=O)C(=O)O)c2ccc(Cl)cc2)cc1OC (centres undefined),-2,1.5,3%,i,0,i,0%,-4%
O=C(c1ccco1)N1N=C(c2cccs2)CC1c1ccccc1O (centres undefined),-22,-0.7,-4%,i,-11,i,-2%,5%
Cc1ccc(S(=O)(=O)N2CCC(=O)N([C@H](CO)Cc3ccccc3)CC2)cc1,-1,-0.8,3%,-33%,-2,i,.,-8%
COC1CCCCC1NS(=O)(=O)c1ccccc1 (centres undefined),-1,-5.5,-1%,i,11,i,-15%,-2%
C/C(=N/OCC(=O)Nc1ccccc1)c1cccs1,8,0.4,5%,-33%[inhibitor],-8,i,0%,-2%
Cc1ccc(NC(=O)CN(C)C(=O)CSc2n[nH]c(N)n2)cc1,-8,1.2,10%,i,-29,i,0%,-15%
O=C(NCCCN1CCCC1=O)C1CCN(S(=O)(=O)c2ccccc2)CC1,0,0.5,-3%,i,0,i,1%,1%
CCOc1cccc(CNCc2cccnc2)c1OCc1ccccc1,-8,-1.5,4%,-5%,8,i,-6%,13%
CN(C)Cc1ccccc1CCc1ccccc1,-2,0.7,?,i,8,i,.,2%
Nc1nc(SCc2c(Cl)cccc2Cl)n[nH]1,-1,-0.5,0%,i,-10,i,0%,0%
Cc1nc2ccccc2c(N)c1C(=O)/C=C/c1ccccc1,4,-0.2,5%,-96%[inhibitor],-12,i,-2%,32%[activator]
O=C(c1ccc(=O)[nH]c1)N1CCN(S(=O)(=O)c2cc(C(F)(F)F)ccc2Cl)CC1,-6,-2.8,4%,i,-19,i,0%,0%
CN(C)S(=O)(=O)c1ccc(NS(=O)(=O)/C=C/c2ccccc2)cc1,1,-5.1,2%,0%,?,i,2%,-4%
COc1ccc(CC2(CO)CCN(S(=O)(=O)N(C)C)CC2)cc1,-1,-1.5,10%,i,-8,i,-12%,6%
Cc1ccc(C(=O)NCc2ccccn2)o1,-1,-1.2,6%,i,-1,i,2%,10%
COCCn1c(C)cc(C(=O)COC(=O)c2c(C)nn(Cc3ccccc3)c2C)c1C,2,-1.6,2%,i,7,i,1%,-1%
Cc1ccc(NC(=O)c2ccc(NCC3CCCO3)c([N+](=O)[O-])c2)cc1Cl (centres undefined),-2,-4.2,12%,-9%,1,i,-5%,-2%
COCC(C)NCc1cccc2ccccc12 (centres undefined),-6,0.9,7%,-12%,-15,i,3%,0%
CCNc1nc(SCC(=O)Nc2ccc(Cl)c(Cl)c2)nc(N(C)C)n1,-1,-1.2,3%,-65%[inhibitor],-14,i,2%,-4%
